Bioassay records: PubChem BioAssay, The Scripps Research Institute Molecular Screening Center
PAFAH1B3 FP inh = PAFAH1B3 (human) inhibition | recombinant PAFAH1B3, FP-rhodamine probe, fluorescence polarization | Q15102 | AID 492972 | inhibition, % at 3.39 µM | hit rate 0.28% among 340,000;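 active = inhibition above the screen-wide average of all tested compounds plus 3 SD, cut at about 25% in these data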;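 also: 0% = enzyme with DMSO only and 100% = wells lacking PAFAH1B3 protein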
Target sequence (Q15102 whole entry, looked up): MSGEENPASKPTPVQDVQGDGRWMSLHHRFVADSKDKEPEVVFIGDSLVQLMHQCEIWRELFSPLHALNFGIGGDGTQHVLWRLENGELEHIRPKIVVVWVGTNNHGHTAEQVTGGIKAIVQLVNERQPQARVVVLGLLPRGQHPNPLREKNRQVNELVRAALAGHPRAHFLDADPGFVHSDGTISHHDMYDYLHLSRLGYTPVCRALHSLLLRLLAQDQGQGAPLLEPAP
GSTO1 inh = blocks human GSTO1 in RBBP9 counter-screen; P78417; recombinant GSTO1, activity-based probe fluorescence polarization; inhibition, % at 5.96 µM; hit rate 1.1% among 300,000; AID 1974;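 active = inhibition above the campaign mean inhibition plus 3 SD, cut at about 35% in these data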;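 also: 0% = GSTO1-1 with DMSO and 100% = wells lacking GSTO1-1 enzyme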
PAD4 FP inh = PAD4 (human) enzyme inhibition. hit rate 0.41% among 330,000. inhibition, % at 6.36 µM. Q9UM07. recombinant PAD4, RCA probe fluorescence polarization;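 active = percent inhibition above a cutoff equal to the mean of all tested compounds plus 3 SD, cut at about 15% in these data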;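 also: 0% = PAD4 with RCA probe and DMSO and 100% = probe without PAD4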
PAFAH1B2 FP inh = blocks human PAF acetylhydrolase 1b catalytic subunit 2; hit rate 1.2% among 340,000; inhibition, % at 3.39 µM; recombinant PAFAH1B2, FP-rhodamine activity probe, fluorescence polarization;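 active = inhibition above the mean of all tested compounds plus 3 SD, cut at about 24% in these data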;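 also: 0% = enzyme with DMSO and 100% = wells lacking PAFAH1B2; many of its hits are not listed in these tables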
LYPLA1 counter = LYPLA1 (human) inhibition in PME1 counter-screen. O75608. recombinant LYPLA1, FP-Rh probe fluorescence polarization. inhibition, % at 5.9 µM. hit rate 0.16% among 320,000;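 active = inhibition above the mean of all tested compounds plus 3 SD, set per campaign, cut at about 14% in these data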;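 also: inhibitors block serine hydrolase probe labeling of LYPLA1 so polarization falls; 0% = enzyme with DMSO and 100% = wells lacking LYPLA1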
Target sequence (O75608 whole entry, looked up): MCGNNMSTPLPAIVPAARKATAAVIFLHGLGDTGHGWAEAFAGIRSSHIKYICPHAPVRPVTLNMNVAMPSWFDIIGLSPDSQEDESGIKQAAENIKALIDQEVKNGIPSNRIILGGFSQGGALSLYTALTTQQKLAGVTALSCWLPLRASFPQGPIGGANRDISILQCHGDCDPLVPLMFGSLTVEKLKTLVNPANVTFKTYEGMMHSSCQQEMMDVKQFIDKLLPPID
LYPLA2 inh = blocks human lysophospholipase 2, a PME1 counter-screen | hit rate 0.38% among 320,000 | inhibition, % at 5.9 µM | O95372 | AID 2177 | recombinant LYPLA2, FP-Rh probe fluorescence polarization;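 active = inhibition above the screen-wide mean plus 3 SD, limit set per campaign, cut at about 26% in these data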;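 also: 0% = LYPLA2 with DMSO and 100% = wells lacking LYPLA2 enzyme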
pPAFAH inh = inhibitors of human plasma PAF acetylhydrolase (pPAFAH) | AID 463082 | hit rate 1.5% among 330,000 | recombinant pPAFAH, FP-rhodamine probe fluorescence polarization | inhibition, % at 3.39 µM | Q13093;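 active = inhibition above the mean inhibition across the screen plus 3 SD, cut at about 25% in these data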;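 also: inhibitors block binding of the rhodamine activity-based probe so polarization drops; 0% = enzyme with DMSO and 100% = wells lacking pPAFAH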
Target sequence (Q13093 whole entry, looked up): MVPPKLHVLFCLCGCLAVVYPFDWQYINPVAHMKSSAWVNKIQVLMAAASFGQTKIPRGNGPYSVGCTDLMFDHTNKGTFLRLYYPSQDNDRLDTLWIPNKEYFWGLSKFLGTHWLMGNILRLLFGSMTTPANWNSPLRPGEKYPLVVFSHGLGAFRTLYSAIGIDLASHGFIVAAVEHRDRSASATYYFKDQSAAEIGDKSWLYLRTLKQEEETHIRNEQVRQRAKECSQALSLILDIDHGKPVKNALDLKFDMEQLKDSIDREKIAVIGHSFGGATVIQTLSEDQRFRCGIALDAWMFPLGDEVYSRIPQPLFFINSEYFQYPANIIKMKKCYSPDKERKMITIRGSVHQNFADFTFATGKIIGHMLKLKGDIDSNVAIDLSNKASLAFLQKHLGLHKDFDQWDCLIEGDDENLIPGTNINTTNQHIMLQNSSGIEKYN
PME-1 inh = PME-1 (human) inhibition; Q9Y570; recombinant PME-1, FP-Rh probe fluorescence polarization; inhibition, % at 5.9 µM; hit rate 0.53% among 320,000;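 active = inhibition above the campaign mean of all compounds plus 3 SD, cut at about 26% in these data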;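 also: competitive labeling of PME-1 active site by serine hydrolase directed probe; 0% = PME-1 with DMSO and 100% = wells lacking PME-1 enzyme; inhibitors block probe labeling so polarization falls and inhibition rises; many of its hits are not listed in these tables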
PREPL inh = inhibitors of human prolyl oligopeptidase-like enzyme PREPL | recombinant PREPL, fluorescence polarization activity-based probe | inhibition, % at 5.96 µM | hit rate 0.68% among 320,000; in the data active = inhibition above about 43%;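 also: 0% = enzyme with DMSO and 100% = wells lacking enzyme; many of its hits are not listed in these tables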
* hit, by the source's call; / = no result given. The list is partial; the hit share may differ from the screen's.

SMILES	PAFAH1B3 FP inh	GSTO1 inh	PAD4 FP inh	PAFAH1B2 FP inh	LYPLA1 counter	LYPLA2 inh	pPAFAH inh	PME-1 inh	PREPL inh
CN(C)C(CNC(=S)Nc1ccc(F)cc1)c1cccnc1 (stereo unspecified)	2	7	-4	0	-1	-1	4	-2	-1
CCN1CCN(CCC(=O)Nc2cccc(OC)c2)CC1	-1	-11	-6	6	-7	-5	1	-8	8
N#Cc1ccccc1Cn1cc(/C=N/Nc2ccc([N+](=O)[O-])cn2)c2ccccc21	17	-4	3	-1	-2	-6	0	-3	12
CC(=O)NCCCNc1ccc([N+](=O)[O-])cc1	2	1	-6	1	2	-3	-1	-3	3
O=C(Nc1ccc2[nH]c(=O)[nH]c2c1)c1c(F)c(F)c(F)c(F)c1F	17	-4	-7	3	1	-1	3	2	-1
CSCCC(NC(=O)COc1ccccc1)C(=O)N1CCN(C(C)=O)CC1 (stereo unspecified)	1	4	-2	5	-1	5	0	4	11
CCOc1ccc(C(C)=O)cc1CSc1nnnn1-c1ccc(O)cc1	4	5	1	5	-1	-7	2	-8	-15
Cc1ccc(C)c(OCC(=O)Nc2nc3ccc([N+](=O)[O-])cc3s2)c1	10	-7	-3	-2	0	-5	4	1	2
COc1ccc(S(=O)(=O)N2CCN(C(=O)CN3C(=O)NC4(CCCC4)C3=O)CC2)cc1	2	1	-2	5	-1	-1	0	1	3
COc1cc(/C=C2\SC(=S)N(CC(=O)Nc3cccnc3)C2=O)cc(OC)c1OC	7	-6	-8	-1	-3	1	5	4	15
COc1ccc(CC(=O)OCN2C(=O)c3ccccc3C2=O)cc1OC	9	29	-1	0	-3	-5	0	-1	-2
CCOc1ccc(NC(=O)C2=C(C)NC(=S)NC2c2ccc(O)c(OC)c2)cc1 (stereo unspecified)	2	1	-2	-3	1	7	6	0	-6
COc1ccc2nnc(-c3ccccc3)n2n1	9	4	-1	4	1	3	-7	-4	2
O=C(NCC1CCCO1)C(c1cccnc1)N(C(=O)Cc1cccs1)c1ccccc1 (stereo unspecified)	-1	6	-5	4	1	1	1	2	17
COc1ccc(-c2csc(Nc3ccccn3)n2)cc1	-1	12	3	-2	6	8	10	15	21
O=C(CSc1nnc(-c2cnccn2)n1Cc1ccco1)Nc1ccc(Br)cc1	5	16	1	3	-1	-1	4	-1	-6
Cc1c(Cl)cccc1NC(=O)CNc1cccc(C(F)(F)F)c1	7	-4	-5	-1	-2	7	4	4	4
Cc1sccc1/C=N/NC(=O)c1cccc2ccccc12	2	-9	3	-5	-1	-4	0	-5	-8
Cc1cc(C)n(C(=O)CNC(=O)c2ccccc2F)n1	11	-1	-3	4	3	7	4	-2	3
Cc1oc2cc3oc(=O)c(CC(=O)N[C@@H](C)C(=O)NC(Cc4ccc(Cl)cc4)C(=O)O)c(C)c3cc2c1C (stereo partly specified)	1	1	0	7	1	4	3	5	18

Quoted at random: two records from the list, in no set order.
SMILES	PAFAH1B3 FP inh	GSTO1 inh	PAD4 FP inh	PAFAH1B2 FP inh	LYPLA1 counter	LYPLA2 inh	pPAFAH inh	PME-1 inh	PREPL inh
Cc1c(Cl)cccc1NC(=O)CNc1cccc(C(F)(F)F)c1	7	-4	-5	-1	-2	7	4	4	4
COc1ccc(CC(=O)OCN2C(=O)c3ccccc3C2=O)cc1OC	9	29	-1	0	-3	-5	0	-1	-2

Remaining list, next part:
SMILES	PAFAH1B3 FP inh	GSTO1 inh	PAD4 FP inh	PAFAH1B2 FP inh	LYPLA1 counter	LYPLA2 inh	pPAFAH inh	PME-1 inh	PREPL inh
CCC(C)NC(=O)c1[nH]c(C)c(C(=O)OC)c1C (stereo unspecified)	9	9	0	-4	-1	2	4	2	9
COc1cccc(N2CC(C(=O)Nc3nnc(SCc4ccccn4)s3)CC2=O)c1 (stereo unspecified)	-2	4	0	1	1	4	-10	-1	-11
CCN(CC)C(=O)Cn1cc(S(=O)(=O)CC(=O)NCCc2ccccc2)c2ccccc21	-4	0	-4	10	-4	-6	-8	-4	-11
O=C1NC(=O)C2(COC(c3cccc([N+](=O)[O-])c3)OC2)S1 (stereo unspecified)	9	-3	-4	5	3	-4	3	4	16
CC(C)Oc1ccc(S(=O)(=O)N2CCOCC2)cc1NC(=O)c1cc([N+](=O)[O-])ccc1N1CCOCC1	8	3	-3	1	-2	3	0	3	-1
Cc1noc(C)c1C(=O)OCC(=O)Nc1cc(S(=O)(=O)N2CCOCC2)ccc1Cl	/	5	-8	/	-2	-1	-1	10	-4
COC(=O)c1ccc(-c2nc(CN3CCN(Cc4cccc(C)c4)CC3)c(C)o2)cc1	7	5	-2	1	-3	-5	7	0	-19
O=C(NCc1ccc(F)cc1)C(C(=O)NCc1ccc(F)cc1)c1ncc(C(F)(F)F)cc1Cl	3	-16	-5	-3	0	3	0	-1	-2
O=C(Nc1nc2ccc(F)cc2s1)C1CCN(S(=O)(=O)c2cc([N+](=O)[O-])ccc2Cl)CC1	0	-5	1	1	-14	-6	18	7	39
Cc1cc(C)cc(OC2CCCCC2NS(=O)(=O)c2ccccc2)c1 (stereo unspecified)	-3	0	-1	4	1	-4	15	4	3
COc1cc(OC)cc(C(=O)O/N=C(\N)c2ccncc2)c1	-2	-2	-5	-3	0	0	-3	-1	10
Cn1c(=O)c2c(nc(-n3ccnc3)n2C)n(C)c1=O	10	7	-1	5	1	2	5	4	4
O=C(COC(=O)/C=C/c1ccccc1[N+](=O)[O-])NCC1CCCO1 (stereo unspecified)	-9	-5	0	4	2	7	19	0	5
C[C@H]1COC(=O)[C@H](CC(=O)OC(C)(C)C)C/C=C\C[C@H](CC(=O)N(CCO)Cc2ccccc2)C(=O)N1	-6	/	6	12	/	/	2	/	5
COc1ccc(-c2cc3onc(-c4c(Cl)cccc4Cl)c3c(=O)n2C)cc1	0	0	-5	11	0	-3	19	-4	19
C=CCSc1nc(N)c(NC(=O)c2ccco2)c(=O)[nH]1	-1	7	1	2	-2	-1	0	7	-4
C=C(C)CNC(=S)N/N=C(\C)c1ccc(-n2ccnc2)cc1	1	-1	-4	5	3	3	0	-1	17
COC(=O)C(CC(=O)Nc1cc(C)ccc1C)Nc1ccccc1OC (stereo unspecified)	7	-1	1	-1	4	10	1	1	12
Cc1ccc(-n2c(SCC(N)=O)nnc2-c2cccnc2)c(C)c1	4	4	1	-1	-6	-12	-11	-12	0
O=S(=O)(NCc1ccccc1)NCc1ccc(Cl)cc1Cl	4	-4	-4	28*	-2	1	2	5	-32
COc1ccccc1NC(=O)Nc1nc(CC(=O)N2CCN(c3ccc(F)cc3)CC2)cs1	-1	-3	1	6	-7	-5	10	7	30
Cn1cnnc1SCC(=O)N1N=C(c2ccc(Cl)cc2)CC1c1ccco1 (stereo unspecified)	7	1	1	0	2	4	5	1	2
O=C(COC(=O)CCS(=O)(=O)c1ccc(Cl)cc1)NC1CCCCC1	11	5	-1	9	3	0	20	3	16
NC(=O)c1c(NC(=O)c2ccccc2)sc2c1CCC2	4	4	-6	7	-2	7	2	3	12
O=C(CSc1nc2ccccc2n1CCc1ccccc1)NC1CCS(=O)(=O)C1 (stereo unspecified)	1	7	-1	9	-9	-6	-1	0	12
O=C(CN1CCN(c2ccccc2F)CC1)NC(=O)NCc1ccco1	7	11	-1	0	-1	-2	5	-10	7
CC(C)(C)c1ccc(NC(=S)NCc2cccnc2)cc1	11	0	-1	-1	-3	6	-3	0	4
CCC(C(=O)Nc1cccnc1Cl)c1ccccc1 (stereo unspecified)	14	-4	2	0	1	0	4	-6	-4
CCOC(=O)c1c(-c2ccccc2)cn2ccccc12	2	12	1	-2	1	5	5	3	18
COc1ccc(CCNC(=O)CN2C(=O)NC(CCSC)C2=O)cc1 (stereo unspecified)	15	-2	1	5	-2	-6	-3	-2	-1
O=C(Cc1ccccc1)NCc1cccnc1	6	13	1	0	2	4	6	-5	15
N#CCC(=O)N/N=C/c1cn(Cc2cccc3ccccc23)c2ccccc12	8	12	1	1	3	1	3	-1	36
C=CCn1c2ccccc2c(=O)c2cc(C#Cc3cc(OC)cc(OC)c3)ccc21	-13	/	-5	-11	-8	-13	-5	-12	5
O=C(NCC1CCCO1)C1CC(c2ccccc2Cl)=NO1 (stereo unspecified)	4	5	0	-3	-1	2	4	10	3
Cc1cc(O)cc(=O)n1C	6	4	-2	1	-1	2	3	1	13
COc1ccc(CNC(=O)COC(=O)CCC(=O)c2cccs2)cc1	-2	-3	-1	2	2	-2	7	2	-13
O=C(Nc1ccncc1)c1ccc(Cl)c(S(=O)(=O)N2CCc3ccccc32)c1	-15	-24	-3	-9	-24	-44	-16	-27	-18
COc1ccc(C(=O)Nc2nnc(S(=O)(=O)N3CCC(C)CC3)s2)cc1OC	6	-43	-5	19	-7	-9	4	-3	-2
COc1ccc(CNc2oc(C)nc2C#N)cc1	6	5	-1	1	-4	0	2	-3	8
CCc1cc(=O)oc2c(C)c(OC(C)C(=O)NCCCN3CCOCC3)ccc12 (stereo unspecified)	13	15	6	4	1	0	0	-1	19
Cc1cc(=O)n2nc(N3CCC(C(=O)NCc4ccccc4)CC3)sc2n1	6	4	-4	-7	-1	4	0	0	23
CCOC(=O)Cc1c(C)nc2c(-c3cccc(Br)c3)cnn2c1C	11	3	-3	3	0	5	0	1	6
CCCc1nc2c(o1)CC(CC(C)SCC)CC2=O (stereo unspecified)	4	0	1	3	1	-1	-8	-1	11
COc1ccc(N(CC(=O)N2CCN(Cc3ccc4c(c3)OCO4)CC2)S(C)(=O)=O)cc1OC	-5	3	-4	-1	1	-4	-2	7	3
CC(Oc1cccc(Cl)c1)C(=O)Nc1ccc(S(=O)(=O)NC2=NCCCCC2)cc1 (stereo unspecified)	7	3	0	3	1	-1	1	2	8
CCN1CCN(C(=O)Nc2cccc3ccccc23)CC1	7	3	-3	2	4	7	1	-3	9
Cc1cc(C)nc(N2CCCC(C(=O)Nc3ccc4nc(C)c(C)nc4c3)C2)n1 (stereo unspecified)	2	-5	-6	-2	-2	1	-5	2	2
COc1ccc(NC(=O)CN(C)CC(=O)Nc2ccc(C)c(S(=O)(=O)N3CCCCC3)c2)cc1	5	/	3	3	-2	-3	6	13	10
CC(C)Cn1c(N)c(C(=O)COC(=O)/C=C/c2ccccc2)c(=O)n(C)c1=O	-10	-4	0	0	-5	-5	0	-3	23
Cc1ccc(S(=O)(=O)N2CCOCC2)cc1C(=O)NC1CCCCC1	8	3	-4	7	-1	1	3	-2	6

(list continues)
SMILES	PAFAH1B3 FP inh	GSTO1 inh	PAD4 FP inh	PAFAH1B2 FP inh	LYPLA1 counter	LYPLA2 inh	pPAFAH inh	PME-1 inh	PREPL inh
CCN(CC)CC#CCOC(c1ccccc1)c1ccccc1	4	1	-2	7	0	1	1	-3	-7
CCSc1nc2ccc(OC)cc2cc1C#N	10	-2	-1	-1	-1	-3	1	5	4
CCOC(=O)Cn1c(=NC(=O)c2sc3ccccc3c2Cl)sc2cc(S(N)(=O)=O)ccc21	-41	-41	-3	-16	-33	-63	-3	-89	-7
NC(=O)C1CCN(C(=O)c2cc3n(n2)C(C(F)(F)F)CC(c2ccco2)N3)CC1 (stereo unspecified)	6	5	2	0	1	1	-1	-1	1
CSCC(=O)N1CCC(n2nccc2NC(=O)CCc2ccccc2)CC1	6	3	2	2	5	5	6	3	2
Clc1ccc(-c2nc(NCCN3CCOCC3)c3ccccc3n2)cc1	2	-5	6	-4	-5	-5	3	-11	6
CC(=O)c1c(C)[nH]c(C(=O)CSc2nc3ccccc3c(=O)n2CCCN2CCOCC2)c1C	3	4	-4	3	2	6	2	-1	6
Cn1c(N)c(C(=O)CSc2nnc(-c3c[nH]c4ccccc34)n2C2CC2)c(=O)[nH]c1=O	7	/	-2	6	1	7	5	-6	-2
